APEX1 inh = qHTS Assay for Inhibitors of the Human Apurinic/apyrimidinic Endonuclease 1 (APE1) | DNA repair nuclease/redox regulator APEX1 (Homo sapiens), P27695 | recombinant APE1, TAMRA/BHQ-2 abasic DNA cleavage fluorescence | Potency, µM (highest dose often 65.8 µM), for the others: at the top dose activity change, negative = inhibition, hits mostly inhibitors | actives 0.35% (n = 350,000) | AID 2517, 2012;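 further: potency means the concentration at half of the fitted maximal effect; plate controls were vehicle for no effect and reference inhibitor for full effect; nearly all actives have a fitted effect of over 55% in size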
Target sequence (P27695 whole entry, looked up): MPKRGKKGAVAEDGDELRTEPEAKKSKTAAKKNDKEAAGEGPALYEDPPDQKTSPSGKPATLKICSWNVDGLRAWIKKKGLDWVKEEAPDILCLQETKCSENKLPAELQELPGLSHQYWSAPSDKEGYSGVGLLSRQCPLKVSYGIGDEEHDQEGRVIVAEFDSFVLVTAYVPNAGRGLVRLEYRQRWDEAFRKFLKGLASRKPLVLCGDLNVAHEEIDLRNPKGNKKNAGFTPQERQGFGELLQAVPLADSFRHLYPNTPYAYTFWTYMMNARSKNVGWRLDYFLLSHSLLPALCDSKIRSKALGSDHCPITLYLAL
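Compound pre-exposure to 0.75 nM APE1, 15 min at ambient temperature. Reaction initiated with 50 nM TAMRA/BHQ-2 THF substrate, read immediately in kinetic mode, 525 nm excitation, 598 nm emission.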
Pol beta inh = qHTS Assay for Inhibitors of DNA Polymerase Beta | AID 485314, 2010 | Pol beta primer extension/strand displacement, fluorescence kinetic | Potency, µM (series often up to 114 µM), inactives show at the highest dose activity change, negative = inhibition, hits mostly inhibitors | actives 1.3% (n = 340,000); further: potency means the concentration at half of the fitted maximal effect; on the % scale 0 is the no-effect control and ±100 the full control effect
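Human Pol beta at 10 nM; strand-displacement substrate 50 nM final. Compound exposure 15 min at room temperature before start, reaction 10 min at room temperature.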
Anesthetic bind = qHTS Assay for Identification of Novel General Anesthetics. AID 485281, 2010. actives 0.074% (n = 350,000). Potency, µM (top dose mostly 77.5 µM), for inactives: at the highest dose activity change, negative = displacement, most hits filed as inhibitors. apoferritin/1-aminoanthracene competitive binding, fluorescence. Ferritin light chain (Equus caballus), P02791; further: potency means the concentration at half of the fitted maximal effect; on the % scale 0 is the no-effect control and ±100 the full control effect; nearly all actives have a fitted effect of over 20% in size
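Concentration-response curves derived by four-parameter Hill fitting of normalized fluorescence, where compounds displaced 1-AMA from 10 uM horse apoferritin following a brief 10 min room-temperature incubation; propofol titration acted as positive control.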
Glioma ERSR ind = qHTS for Inducers of the Endoplasmic Reticulum Stress Response (ERSR) in Human Glioma: qHTS; U87-MG GRP78 promoter luciferase reporter, 16 h; Potency, µM, without a hit: top-dose activation, actives largely listed as activators; actives 0.02% (n = 420,000); further: potency means the concentration at half of the fitted maximal effect; series mostly up to about 76 µM; % of control where 0% means no effect; nearly all actives have a fitted effect of over 35% in size
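ERSR induction read as luciferase luminescence (Bright-Glo, 10 min at room temperature) in stably transfected human U87-MG glioma cells exposed to compounds for 16 h, using GRP78 as sensor.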
BLM helicase inh = qHTS Assay for Inhibitors of Bloom's syndrome helicase (BLM) | RecQ-like DNA helicase BLM (Homo sapiens), P54132 | recombinant BLM DNA unwinding, fluorescence dequenching | Potency, µM (titrated, usually from 56.1 µM), without a hit: at the top dose activity change, negative = inhibition, usual class: inhibitors | actives 0.2% (n = 350,000) | AID 2528, 2010;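 further: potency means the concentration at half of the fitted maximal effect; plate controls were vehicle for no effect and no enzyme for full effect; nearly all actives have a fitted effect of over 35% in size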
Pol kappa inh = qHTS for Inhibitors of Polymerase Kappa. AID 588579, 2011. actives 0.53% (n = 400,000). DNA polymerase kappa (Homo sapiens), Q9UBT6. Potency, µM (top dose mostly 107 µM), inactives show at the top dose activity, negative = inhibition, most hits filed as inhibitors. purified Pol kappa, fluorescent DNA synthesis assay, 10 min; further: potency means the concentration at half of the fitted maximal effect; on the % scale 0 is the no-effect control and ±100 the full control effect
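Fluorescent qHTS in 1536-well format: enzyme (10 nM) and compound sat 15 min at room temperature before 50 nM substrate (final) was added. Signal taken at 0 and 10 min; no-enzyme buffer wells were negative controls.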
LDHA block = qHTS assay for inhibitors of human lactate dehydrogenase; actives 0.15% (n = 480,000); purified LDHA, NADH/diaphorase-resazurin fluorescence; hits give low values; AID 1347041, 2019; activity change, % (values are at about 110 or 230 µM); in the data active means activity change below about -30%; inconclusive means mostly about -25% to -30%;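 further: plate controls were DMSO wells for no effect and wells without enzyme for full effect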
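Enzyme activity of human lactate dehydrogenase 5 (2 nM; 0.06 mM NADH, 0.2 mM pyruvate, 5 min, RT) is measured via a resazurin/diaphorase fluorescence readout of residual NADH.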
Pol iota inh = qHTS for Inhibitors of Polymerase Iota | DNA polymerase iota (Homo sapiens), Q9UNA4 | Pol iota fluorescent replication assay, 10 min | Potency, µM (titrated, usually from 115 µM), without a hit: at the top dose activity, negative = inhibition, hits mostly inhibitors | actives 1% (n = 390,000) | AID 588590, 2011; further: potency means the concentration at half of the fitted maximal effect
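Fluorescent replication assay read twice, at 0 min and 10 min after adding 50 nM (final) substrate. Enzyme (10 nM) and compounds were first incubated 15 min at room temperature; enzyme-free buffer wells were negative controls.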
Pol eta inh = qHTS for Inhibitors of Polymerase Eta. DNA polymerase eta (Homo sapiens), Q9Y253. recombinant Pol eta, fluorescent DNA replication assay. Potency, µM (top dose mostly 114 µM), inactives show at the highest dose activity change, negative = inhibition, usual class: inhibitors. actives 1.2% (n = 390,000). AID 588591, 2011; further: potency means the concentration at half of the fitted maximal effect; on the % scale 0 is the no-effect control and ±100 the full control effect
Target sequence (Q9Y253 whole entry, looked up): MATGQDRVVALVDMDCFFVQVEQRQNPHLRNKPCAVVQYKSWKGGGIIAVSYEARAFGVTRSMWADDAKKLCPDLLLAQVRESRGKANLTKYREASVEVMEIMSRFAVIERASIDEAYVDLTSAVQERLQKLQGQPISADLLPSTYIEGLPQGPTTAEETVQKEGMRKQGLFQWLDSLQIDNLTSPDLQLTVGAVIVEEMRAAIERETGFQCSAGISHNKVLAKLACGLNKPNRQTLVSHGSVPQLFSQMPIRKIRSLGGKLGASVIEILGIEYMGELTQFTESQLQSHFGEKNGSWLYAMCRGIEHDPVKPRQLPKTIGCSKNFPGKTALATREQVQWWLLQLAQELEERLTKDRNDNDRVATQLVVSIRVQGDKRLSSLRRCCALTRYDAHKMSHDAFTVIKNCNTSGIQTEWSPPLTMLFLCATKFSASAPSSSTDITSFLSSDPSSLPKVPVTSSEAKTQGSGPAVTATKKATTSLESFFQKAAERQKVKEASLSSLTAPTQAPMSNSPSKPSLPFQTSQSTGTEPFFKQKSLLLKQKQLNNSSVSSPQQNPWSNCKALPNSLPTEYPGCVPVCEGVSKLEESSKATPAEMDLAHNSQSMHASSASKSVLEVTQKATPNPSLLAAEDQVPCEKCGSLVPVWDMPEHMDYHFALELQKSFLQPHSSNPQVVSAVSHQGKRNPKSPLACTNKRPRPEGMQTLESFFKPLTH
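Pol eta at 10 nM preincubated with compounds 15 min at room temperature; reaction started with fluorescent substrate (50 nM final) and read kinetically at 0 and 10 min.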
* marks the source's active call; other numbers are inactive results; u = inconclusive; x = no result given; & = joins results of further samples; [ ] = dose if it differs, or a comment. Unless noted, the call rests on the fitted dose curve; in most records, active means well fitted curve in the direction sought with a large enough effect; inconclusive means small, poorly fitted or top-dose-only effect, or another doubt; inactive means no such curve, though single readings can be large; an effect the other way counts as inactive or inconclusive. An excerpt, so the mix of outcomes need not match the whole.

SMILES	APEX1 inh	Pol beta inh	Anesthetic bind	Glioma ERSR ind	BLM helicase inh	Pol kappa inh	LDHA block	Pol iota inh	Pol eta inh
O=C(CN1CCCCC1)Nc1ccccc1Oc1ccccc1	4%	2%	0%	-5%	-4%	-17%	-8	35%[activator]	-22%
CC(C)Nc1nc(NC2CCCC2)nc(N2CCOCC2)n1	16%	x	x	-4%	x	0%	-4	28%	-22%
O=C(c1cn(-c2ccccc2)nc1-c1cccs1)N1CCN(c2ccc(F)cc2)CC1	-11%	1%	4%	-5%	13%	-8%	-4	2%	-21%
COc1ccc(-c2cc(C(=O)NCCc3ccccc3)c3c(-c4ccc(Cl)cc4)[nH]nc3n2)cc1	x	4%	-6%	-1%	-5%	-5%	-18	16%	-14%
Cc1nc(-c2ccc(S(=O)(=O)N3CCN(c4cccc(C(F)(F)F)c4)CC3)cc2)co1	x	1%	3%	-2%	-12%	-7%[60.1 µM]	-19&-7	-3%	-17%
COc1ccc(C2c3c(ncn(Cc4ccco4)c3=N)Oc3ccc4ccccc4c32)cc1 (stereo unspecified)	6%	-6%	-22%	-3%	-9%	-16%	-7	6%	-19%
CCN(CC)CCNC(=O)c1ccc(NC(=O)Cc2ccsc2)cc1	29%	-9%	-5%	-8%	-3%	-7%	-1	17%	-12%
COc1ccc(CNC(=O)C/C(C)=N/NC(=O)C23CC4CC(CC(C4)C2)C3)cc1	-3%	15%	u	6%	-4%	-14%	-12	66%[activator]	-2%
CC(C)Cc1ccc(CN2CCCC(NC(=O)c3cnc4ccccn4c3=O)C2)cc1 (stereo unspecified)	x	x	x	3%	x	-2%	0	86%[activator]	-18%
COC(=O)c1c(NC(=O)c2ccc(C)c(S(=O)(=O)Nc3ccccc3C)c2)sc2c1CCCC2	-4%	5%	-8%	-6%	-2%	-8%	-7	-19%	-6%
O=c1[nH]nc(SCCS(=O)(=O)c2ccc(F)cc2)n1-c1ccc2c(c1)OCCO2	9%	u	-3%	-6%	-12%	-9%	-13	27%	-4%
Cn1c(=O)oc2cc(S(=O)(=O)N3CCc4ccccc4C3)ccc21	-3%	16%	-2%	-4%	2%	12%	-7	3%	-20%
CCCCC1=CC2=C(c3ccco3)C(=O)C(C)(OC(=O)c3ccc(OC)cc3)C(=O)C2=CN1CCCN(CC)CC (stereo unspecified)	-2%[12.4 µM]	-4%	-6%	-3%	-5%[12.4 µM]	-5%	8	5%	-6%
Cc1ccc(COC(=O)c2nn(C)c(=O)c3ccccc23)cc1	-2%	-8%	-9%	-4%	-7%	3%	-6&-1	27%	-7%
C=CCC(CC)C(=O)NC(=O)N1CCCc2ccccc21 (stereo unspecified)	-4%	29%	4%	6%	-4%	3%	-2	15%	-12%
Cc1noc(C)c1C(=O)N(CC(C)C)c1nc2ccccc2s1	4%	4%	-5%	-2%	-9%	-13%	-11	16%	u
COc1cc(C)c(S(=O)(=O)N2CCCC2)cc1C(C)C	13%	0%	-14%	-3%	-7%	-11%	-6	-10%	-1%
CC(C)(C)c1ccc(S(=O)(=O)N2CCN(CC(O)CN3CCOCC3)CC2)cc1 (stereo unspecified)	23%	x	x	-2%	x	-13%	-4	-1%	-10%
Cc1ccccc1CN1CCCNC1=O	-5%	-1%	-2%	-4%	-12%	-3%	0	14%	-4%
CC12CCC(C(=O)NNc3ccccc3)(OC1=O)C2(C)C (stereo unspecified)	1%	4%	-9%	-2%	-1%	17%	-1	14%	-12%
Cc1cc(NC(=O)CCCN2C(=O)c3cccnc3C2=O)ccc1Br	-4%	-7%	-18%	1%	-1%	2%	-6	91%[activator]	-10%
O=C(Nc1cnn(Cc2ccc(Cl)cc2Cl)c1)c1noc2c1CCc1ccccc1-2	x	u	-4%	-2%	-7%	-24%	1	6%	-11%
Cc1nc2ccccn2c1-c1ccnc(SCc2ccc(Cl)cc2)n1	0%	0%	2%	-7%	-9%	2%	-9	69%[activator]	-18%
COC(=O)c1ccc(NC(=S)NC2c3ccccc3CC2O)cc1 (stereo unspecified)	-3%	6%	-10%	1%	-7%	-6%	-14	-14%	-8%
Cc1ccc(NC(=O)CNc2ccc(OC(C)C)cc2)cc1	1%	-9%	u	2%	1%	-13%	10	-5%	0%
CCN(CC)CCN(Cc1cc2cc3c(cc2[nH]c1=O)OCCO3)C(=S)NCC1CCCO1 (stereo unspecified)	17%	-8%	70%[activator]	0%	4%	4%	1	15%	-17%
OCCC1CN(C2CCSCC2)CCN1C1CCCC1 (stereo unspecified)	5%	2%	-4%	-3%	-1%	-2%	-4	43%[activator]	-10%
Cc1ccc(C(=O)N2c3ccc(C)cc3C(C)(c3ccccc3)CC2(C)C)cc1 (stereo unspecified)	x	12%	3%	-4%	-6%	-4%	-13	-8%	-23%
O=C(CCSCc1ccccc1Cl)NCCc1ccccc1	x	-11%	-11%	1%	-4%	-4%[60.1 µM]	-3	30%[activator]	-9%
CC(C)c1ccc(NC(=O)COC(=O)CSc2nnc(N)s2)cc1	-1%	35%	-1%	-3%	4%	-7%	-7	3%	2%
CN(Cc1cccnc1)C(=O)c1ccc2nc(Cc3ccccc3F)oc2c1	22%	1%	-21%	5%	-1%	-9%	-2	5%	-12%
COc1cc(C)c(NC(=O)c2cc(C3CC3)nc3c2cnn3C(C)C)cc1OC	32%	x	x	-5%	x	2%	-2	26%	-19%
Cc1nn(-c2ccccc2)c2nc(C3CC3)cc(C(=O)Nc3ccccc3F)c12	x	13%	35%[activator]	-4%	4%	0%	-16	-10%	-16%
CCOc1ccc(NC(=O)c2ccc3c(c2)CCN3S(=O)(=O)c2ccc(Cl)cc2)cc1	x	18%	9%	-2%	0%	-1%	-1	17%	-17%
CCOC(=O)CN(C(=O)COc1ccc2c(C)cc(=O)oc2c1)c1ccc(OCC)cc1	10%	2%	3%	-4%	-1%	-6%	-9	24%	-1%
CCCSC1=C(C#N)C(c2ccccc2C)CC(=O)N1 (stereo unspecified)	11%	-3%	-14%	-6%	2%	-1%	10	16%	-4%
COc1cc(OC)nc(Oc2ccccc2C(=O)Oc2ccc(F)cc2Cl)n1	-3%	11%	-14%	-4%	-9%	-12%	0	21%	-9%
COc1ccc(N2C(=O)c3ccccc3NC2c2ccccc2O)cc1 (stereo unspecified)	11%	-20%	-11%	-7%	-6%	3%	0	11%	-13%
O=[N+]([O-])c1ccc2c(c1)OCCOCCOCCOCCOCCOCCO2	6%	32%	-7%	1%	1%	-7%	5	40%[activator]	6%
O=C(CN1C(=O)C2C3CCC(C3)C2C1=O)Oc1ccc2ccccc2c1 (stereo unspecified)	-1%	30%	u	2%	2%	-7%	-9	2%	-9%

Looked up by structure from the list above (four):
SMILES	APEX1 inh	Pol beta inh	Anesthetic bind	Glioma ERSR ind	BLM helicase inh	Pol kappa inh	LDHA block	Pol iota inh	Pol eta inh
CC(C)Cc1ccc(CN2CCCC(NC(=O)c3cnc4ccccn4c3=O)C2)cc1 (stereo unspecified)	x	x	x	3%	x	-2%	0	86%[activator]	-18%
COc1cc(C)c(S(=O)(=O)N2CCCC2)cc1C(C)C	13%	0%	-14%	-3%	-7%	-11%	-6	-10%	-1%
CCN(CC)CCN(Cc1cc2cc3c(cc2[nH]c1=O)OCCO3)C(=S)NCC1CCCO1 (stereo unspecified)	17%	-8%	70%[activator]	0%	4%	4%	1	15%	-17%
O=[N+]([O-])c1ccc2c(c1)OCCOCCOCCOCCOCCOCCO2	6%	32%	-7%	1%	1%	-7%	5	40%[activator]	6%

(further entries)
SMILES	APEX1 inh	Pol beta inh	Anesthetic bind	Glioma ERSR ind	BLM helicase inh	Pol kappa inh	LDHA block	Pol iota inh	Pol eta inh
COc1ccccc1OC(C)C(=O)N1CCC(c2nc3ccccc3s2)CC1 (stereo unspecified)	x	3%	11%	-3%	1%	5%	0	33%[activator]	-19%
COc1ccc(N2CC(NC(=O)Cc3cccs3)CC2=O)cc1OC (stereo unspecified)	x	17%	-7%	-1%	-1%	-4%[60.1 µM]	-3	37%[activator]	-6%
COc1ccc(Cl)cc1NC(=O)Cn1nnc2sc3c(c2c1=O)CCC(C(C)(C)C)C3 (stereo unspecified)	x	1%	-2%	x	-3%	3%	-3	13%	x
Cc1ccc(S(=O)(=O)CCC(=O)Nc2cccc(C)c2)cc1	-1%	19%	-6%	-6%	3%	-9%	0	u	-16%
O=S(=O)(c1ccc(F)cc1)N1CC=C(c2ccccc2)CC1	7%	3%	-3%	2%	-1%	3%	0	-1%	-3%
Cn1cc(CN2CCN(c3ncccn3)CC2)c(-c2cccc(Cl)c2)n1	2%	-24%	-11%	-3%	0%	-13%	-5	145%[activator]	-2%
Cc1cccc(N2CCN(C(=O)/C=C/c3cccs3)CC2)c1C	2%	3%	u	4%	-15%	-14%	-8	12%	-19%
CC(C)(C)n1nc2c(c1NC(=O)Cc1cccs1)CSC2	-3%	3%	-15%	x	0%	x	x	x	x
COc1ccc(OC)c(CCNC(=O)CCCc2nnc3n(C)c(=O)c4sccc4n23)c1	2%	u	6%&-10%	-5%	-7%&-7%	-15%&-3%	-5&0	62%&26%[activator]	-3%
c1ccc2[nH]c(NN=C3CCCCCC3)nc2c1	9%	-2%	-22%	-5%	-1%	-3%	-12	59%[activator]	-22%
CCC(C)NC(=O)CSc1nnc(-c2c[nH]c3ccccc23)o1 (stereo unspecified)	-1%	-3%	-7%	0%	-2%	-1%	4&-1	103%[activator]	-16%
COc1ccc(NC(=O)CSc2nc(SC)ns2)cc1	4%	89µM*	0%	6%	-1%	1%	0	7%	-10%
CCC(=O)N1CCN=C1SCc1cccc(C(F)(F)F)c1	-2%	32%	-17%	-4%	-1%	-4%	-5	-24%	-4%
